Source: PubChem
HTR5A inv ag – counter-screen for OPRM1-OPRD1 inverse agonists: human HTR5A inverse agonism. HTR5A cell line, luminescence. inhibition, % at 9.3 µM. 340,000 compounds, 0.083% hits. AID 504634; in the data active = inhibition mostly above about 23%, no sharp cut-off; inactive = mostly below about 18%;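 note: 0% = cells with DMSO and 100% = no-cell wells with DMSO; some compounds called inactive have numbers as strong as hits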
HTR5A ag ctr – activates human HTR5A in OPRM1-OPRD1 agonist counter-screen | 340,000 compounds, 0.61% hits | activation, % at 9.3 µM | HTR5A agonist assay, luminescence, cell-based; in the data active = activation mostly above about 9.5%, no sharp cut-off; inactive = mostly below about 7.6%;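 note: 0% = cells with vehicle only and 100% = reference agonist; strong numbers were not always called active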
MITF act – activators of MITF-driven TRPM1 promoter activity in SK-MEL-5 cells; SK-MEL-5 TRPM1-promoter luciferase, 24 h; % of positive control, neutral wells = 0; activation, % at 12.5 µM; 300,000 compounds, 0.75% hits; AID 588334;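 active = mean activation of at least 80% with every replicate also reaching 80%; inconclusive = mean reaches 80% but some replicate falls short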;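 note: 0% = neutral control wells and 100% = parthenolide positive control wells; values of inactives mirror those of a sister screen read the other way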
dFosB activator – mouse delta FosB homodimer activation; P13346; purified delta FosB, TAMRA-CDK5 oligo fluorescence polarization; percent of positive-control signal above neutral wells; activation, % at 25 µM; 340,000 compounds, 0.99% hits;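 active = mean activation above about 17%, with every replicate also reaching it, limit read from the data, passing the limit was not always enough; inconclusive = only one of the two conditions met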;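 note: fluorescence polarization rise as delta FosB binds a TAMRA Cdk5 AP-1 oligo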
SR-BI HDL uptake – mouse SR-BI HDL lipid transfer inhibition; Q61009; ldlA[mSR-BI] CHO cells, DiI-HDL uptake fluorescence, 3 h; inhibition, % at 12.5 µM; 320,000 compounds, 0.96% hits;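 active = mean replicate inhibition of at least 70% and a set share of replicates each scoring 70 or more; inconclusive = meets just one of the two criteria; inactive = fails both criteria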;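 note: 0% = median of neutral control wells and 100% = median of positive control wells; values of inactives mirror those of a sister screen read the other way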
CDK5 p35 inh – CDK5/p35 (human) kinase inhibition | Recombinant CDK5/p35, ADP-Glo luminescence, 60 min | inhibition, % at 10 µM | 330,000 compounds, 0.01% hits | AID 488839;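 active = highest replicate inhibition of at least 50% and at least 75% of replicates reaching 50%; inconclusive = only one of the two criteria met; inactive = both criteria failed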;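 note: plate controls were DMSO neutral control for no effect and GW8510 at 10 µM for full effect; many of its hits are not listed in these tables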
V-ATPase pHluor – regulators of yeast V-ATPase proton transport; S. cerevisiae, pHLuorin cytosolic pH fluorescence; response, % at 10 µM; 350,000 compounds, 0.37% hits; AID 504577; in the data active = response mostly above about 7.3%, no sharp cut-off; inactive = mostly below about 5.4%; note: actives read high; inactives centre near 0; some compounds called inactive have numbers as strong as hits; reference of the scale not given here
NSD2 HMT inh – NSD2 (human) methyltransferase inhibition; O96028; NSD2 peptide methylation, AlphaScreen, 120 min; inhibition, % at 12.5 µM; 310,000 compounds, 0.54% hits; AID 743445; in the data active = inhibition above about 50%
Target sequence (O96028 whole entry, looked up): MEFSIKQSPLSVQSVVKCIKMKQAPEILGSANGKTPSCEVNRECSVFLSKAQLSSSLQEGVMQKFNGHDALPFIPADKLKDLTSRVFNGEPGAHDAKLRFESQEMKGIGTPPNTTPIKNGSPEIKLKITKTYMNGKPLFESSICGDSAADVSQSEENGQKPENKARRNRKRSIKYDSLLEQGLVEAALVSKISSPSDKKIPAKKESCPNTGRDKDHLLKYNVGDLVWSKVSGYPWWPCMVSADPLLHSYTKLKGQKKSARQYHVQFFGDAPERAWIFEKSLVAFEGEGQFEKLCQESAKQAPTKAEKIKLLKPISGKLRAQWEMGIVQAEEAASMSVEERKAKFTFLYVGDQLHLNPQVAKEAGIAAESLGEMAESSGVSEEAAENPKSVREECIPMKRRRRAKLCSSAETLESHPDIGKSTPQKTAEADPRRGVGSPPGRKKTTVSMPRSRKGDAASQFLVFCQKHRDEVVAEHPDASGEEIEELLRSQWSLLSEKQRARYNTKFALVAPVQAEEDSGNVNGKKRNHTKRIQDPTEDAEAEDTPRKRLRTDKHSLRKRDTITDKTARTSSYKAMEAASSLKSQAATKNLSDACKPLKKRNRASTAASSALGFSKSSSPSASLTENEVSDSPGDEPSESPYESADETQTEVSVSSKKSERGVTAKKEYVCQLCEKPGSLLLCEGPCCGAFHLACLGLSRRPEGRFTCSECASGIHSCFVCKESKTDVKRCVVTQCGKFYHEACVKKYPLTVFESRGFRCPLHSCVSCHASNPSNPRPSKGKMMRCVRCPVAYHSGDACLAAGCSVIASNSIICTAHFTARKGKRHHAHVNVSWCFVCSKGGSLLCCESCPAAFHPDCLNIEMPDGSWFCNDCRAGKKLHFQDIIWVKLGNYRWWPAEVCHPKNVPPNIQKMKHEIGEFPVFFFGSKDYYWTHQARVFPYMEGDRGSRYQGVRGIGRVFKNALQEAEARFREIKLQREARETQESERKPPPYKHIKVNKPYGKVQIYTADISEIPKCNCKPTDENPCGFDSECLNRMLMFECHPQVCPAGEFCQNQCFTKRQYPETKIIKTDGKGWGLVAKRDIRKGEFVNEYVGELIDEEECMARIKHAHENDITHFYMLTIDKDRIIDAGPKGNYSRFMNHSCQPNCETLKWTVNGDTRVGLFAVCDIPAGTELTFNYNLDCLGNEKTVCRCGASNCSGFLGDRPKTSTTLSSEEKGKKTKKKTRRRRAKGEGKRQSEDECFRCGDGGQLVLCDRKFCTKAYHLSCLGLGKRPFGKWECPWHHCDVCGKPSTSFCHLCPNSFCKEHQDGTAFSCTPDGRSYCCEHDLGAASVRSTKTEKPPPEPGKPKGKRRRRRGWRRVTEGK
Wnt act – activates Wnt/beta-catenin signaling in a reporter cell assay. 300,000 compounds, 1.2% hits. activation, % at 9.35 µM. AID 743398. activator, plate reader; in the data active = activation above about 30%, passing the limit was not always enough; inconclusive = no clear call, values can overlap the other calls;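 note: 0% = neutral control wells and 100% = positive control wells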
PvdQ acylase – P. aeruginosa PvdQ acylase inhibition. 340,000 compounds, 0.063% hits. inhibition, % at 10 µM. purified PvdQ acylase, fluorescence plate reader; in the data active = inhibition above about 30%, passing the limit was not always enough; inconclusive = no clear call, values can overlap the other calls;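 note: 0% = vehicle neutral wells and 100% = reference inhibitor wells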
Numbers without * were called inactive; u = inconclusive; x = no result given; & = joins results of further samples.

SMILES	HTR5A inv ag	HTR5A ag ctr	MITF act	dFosB activator	SR-BI HDL uptake	CDK5 p35 inh	V-ATPase pHluor	NSD2 HMT inh	Wnt act	PvdQ acylase
Cc1ccc(C(C)C)cc2c(C)ccc1-2	-4	1	-1	-7	11	-0.6	-3	x	-12	-13
C/C(CC1CC(COCCC(C)C)OC1=O)=N\NC(N)=S (centres undefined)	-3	3	-5	1	59	-2.7	-4	2	x	-20
COc1cccc(CN(C)C(=O)c2cccc(S(=O)(=O)N3CCN(Cc4ccccc4)CC3)c2)c1OC	6	-5	-19	-10	-7	-2.0	2	4	-2	-2
CCOc1ccc(Oc2nc(NCC(C)C)nc(OC)n2)nn1	-4	2	12	-5	x	-0.6	-1	x	0	-12
COc1ccc(CNC(=O)c2ccc(Cn3cc(Cl)cn3)o2)cc1	5	-2	-10	-5	x	-0.3	-3	1	2	-15
O=C(NC1CCCCC1)N1CCc2[nH]c3ccccc3c2C1	20	1	3	-8	60	0.9	-3	2	0	-8
CC(=O)c1ccc(NC(=O)C(C)OC(=O)CCN=C2NS(=O)(=O)c3ccccc32)cc1 (centres undefined)	20	0	-2	-6	26	-1.0	1	-1	1	3
NC(=O)C1CCCNC1 (centres undefined)	-61	8	-3	6	-4&-4	0.4	-3	x	-3	-3&5
Cc1nc2cc(C(=O)N3c4ccccc4CC3C)ccc2s1 (centres undefined)	-7	3	-10	3	49	-2.4	-5	-1	-5	-19
CN(CC(=O)Nc1ccc(Cl)c(C(F)(F)F)c1)C(=O)c1ccc(S(=O)(=O)N2CCOCC2)cc1	-7	2	7	-9	-11	-1.6	x	2	-2	-15
O=C(NCc1ccc2c(c1)OCO2)C1CCN(c2ccc(S(=O)(=O)N3CCCC3)cc2)CC1	-10	3	-10	-15	44	0.7	-2	2	-3	-13
O=C1C(C2=NC(C(=O)O)C3C(=O)N(c4ccccc4)C(=O)C23)=C(O)c2ccccc21 (centres undefined)	-2	1	x	4	-9	-1.1	0	3	1	-4
COc1cc([N+](=O)[O-])ccc1NC(=O)CCN1C(=O)C2C3CCC(C3)C2C1=O (centres undefined)	-22	4	-7	-3	19	0.2	-2	-4	0	-11
Cc1ccc(NC(=O)COC(=O)c2ccccc2Cl)cc1S(=O)(=O)N(C)C	-20	7	2	-15	-17	-1.9	2	-1	-1	1
COC(=O)COC(=O)CC(CC(N)=O)c1ccccc1 (centres undefined)	-6	7	-5	-2	-3	0.4	1	-6	4	-12

Fetched one by one from the entries so far:
SMILES	HTR5A inv ag	HTR5A ag ctr	MITF act	dFosB activator	SR-BI HDL uptake	CDK5 p35 inh	V-ATPase pHluor	NSD2 HMT inh	Wnt act	PvdQ acylase
CN(CC(=O)Nc1ccc(Cl)c(C(F)(F)F)c1)C(=O)c1ccc(S(=O)(=O)N2CCOCC2)cc1	-7	2	7	-9	-11	-1.6	x	2	-2	-15
NC(=O)C1CCCNC1 (centres undefined)	-61	8	-3	6	-4&-4	0.4	-3	x	-3	-3&5

The list goes on:
SMILES	HTR5A inv ag	HTR5A ag ctr	MITF act	dFosB activator	SR-BI HDL uptake	CDK5 p35 inh	V-ATPase pHluor	NSD2 HMT inh	Wnt act	PvdQ acylase
Cc1ccc(-c2nc3cc(N)ccc3o2)c(C)c1	-3	0	-1	2	10	-0.3	2	-2	x	-7
CC(=O)c1csc(COc2ccccc2)n1	-7	-2	20	1	-4	1.6	2	-1	17	-6
CCN(CC(=O)Nc1ccc2c(c1)OCO2)Cc1nc2ccccc2c(=O)[nH]1	-4	-4	x	-2	-5	-1.1	0	15	x	11
Cc1ccc(C(=O)OCC(=O)NC2CCCCC2)s1	13	-5	12	11	-4	-1.1	0	2	-1	-2
N#Cc1c(-c2cccs2)nc(SCC(=O)c2cccs2)[nH]c1=O	7	-3	2	-19	-24	0.7	0	6	x	-12
Cc1ccc(NC(=O)c2ccc(Nc3ccccc3F)nc2)cc1	-4	2	41	-2	27	-0.2	1	-3	38*	0
COc1ccc(CCNC(=O)C23CCC(C)(C(=O)O2)C3(C)C)cc1OC (centres undefined)	-19	-2	3	3	x	-1.4	-1	-2	-1	-9
Cc1ccccc1OCC(=O)OCC(=O)Nc1ncc(Cl)c(C)c1Cl	-11	4	3	-5	-24	-3.0	-8	0	3	-1
Fc1cccc(Cl)c1CSc1nnc2ccccn12	14	-5	36	3	-16	-0.7	0	-1	5	-14
O=C(Nc1ccccc1)Nc1cnccn1	-4	6	3	-6	17	2.0	-3	-1	4	7
O=C(OCc1cc2ccccc2[nH]c1=O)c1ccccn1	4	-1	-7	-9	x	0.1	3	0	0	-3
Clc1ccccc1OCc1nn2c(-c3ccncc3)nnc2s1	9	6	-9	-4	9	-17	0	0	-5	-3
COc1ccccc1CC(=O)N1CCN(S(=O)(=O)c2ccccc2F)CC1	-23	6	2	-7	-4	0.9	4	1	-1	9
O=c1nc(-c2ccccc2)cn[nH]1	20	-1	-6	2	-30	-1.5	-3	-6	x	-16
Cc1ccc(C(=O)NCCC2=CCCCC2)cc1S(=O)(=O)N1CCCCC1	16	4	10	-15	16	0.9	2	-1	-3	14
CC(=O)OCCCNc1cc(Sc2ccc(Cl)cc2)c2nonc2c1[N+](=O)[O-]	18	-5	-75	-2	u	1.4	0	0	x	3
Cc1cc(OCC(=O)NCc2ccncc2)c2c(C)cc(=O)oc2c1	3	4	-12	5	-10	-4.0	0	-3	2	-26
O=C(Nc1ccc(F)cc1)c1nc(S(=O)(=O)Cc2ccccc2)ncc1Cl	0	0	-62	-4	-22	x	1	-4	-7	13
O=C(NCc1ccncc1)C1CCN(S(=O)(=O)c2ccc(F)cc2)CC1	-10	-1	3	3	-5	1.5	2	-3	-2	-13
CC(NC(=O)c1ccco1)C(=O)OCC(=O)c1ccc(Cl)s1 (centres undefined)	0	0	11	-4	-3	-0.3	-2	2	0	-8
O=C(Nc1ccc(F)cc1)c1ccc(CSc2ccc(Cl)cc2)o1	11	2	x	-8	-18	0.6	-10	-1	4	5
COc1cccc(CNC(=O)c2ccc(NC(=O)CC3SC(N4CCCCC4)=NC3=O)cc2)c1 (centres undefined)	-3	4	0	-8	42	-0.3	1	1	-1	1
CC(=O)Nc1ccc(/C=C/c2nc(-c3ccccc3O)n[nH]2)cc1	-7	2	58	24*	37	0.9	2	0	18	2
COc1ccc(C2NC(=S)NC3=C2CCc2ccccc23)cc1OC (centres undefined)	-5	-2	-22	-6	27	2.5	-1	-3	-5	-2
C=CCn1c(Cc2cccs2)nnc1SCC(=O)NCc1ccco1	-7	-4	-4	9	-6	1.3	-4	3	x	-12
CC(=O)c1cnc(-c2ccccn2)s1	-2	1	2	-2	-5	-2.0	-3	1	6	4
OCCN(Cc1ccccc1)Cc1ccccc1Cl	16	1	-4	-7	-26	1.5	2	-4	x	2
O=C(Cc1nc2ccccc2[nH]1)c1ccc(Cl)cc1	5	3	45	5	x	-1.1	-3	-3	9	-4
COc1ccc(-c2noc(CN3CCCC(OCc4ccccn4)C3)n2)cc1 (centres undefined)	-16	6	-14	-5	21	0.4	-2	12	0	-14
Cc1c(C)n(Cc2ccccc2)c2ncnc(N)c12	-4	-2	-7	-2	15	-0.2	-1	3	-3	-7
Clc1ccc(Sc2ccccn2)cc1	5	-1	2	8	-10	-0.5	-2	0	-1	0
COc1cc(OC)cc(C(=O)Nc2nnc(SCC(=O)NCC3CCCO3)s2)c1 (centres undefined)	8	-1	8	-12	8	-0.1	2	-3	1	-8
O=C(Nc1ccc2c(c1)OCCO2)C(=S)NCc1ccccc1	3	-1	9	-10	-12	2.1	1	-5	-2	-10
O=C(CN1C(=O)C(=O)N(C2CCCC2)C1=O)NCCc1ccc(F)cc1	-4	1	-19	-4	-18	1.8	-1	1	-2	-7
O=C(CNCc1ccccc1Cl)NCc1ccco1	-8	3	3	2	-22	-1.1	0	-1	-1	-13
CCOC(=O)C1=CN(Cc2cccc(F)c2)S(=O)(=O)N(CC)C1CCc1ccccc1 (centres undefined)	-2	1	5	-1	-7	0.9	-2	x	-2	18
COc1ccccc1NS(=O)(=O)c1ccc(NC(=O)Cc2cccs2)cc1	-8	3	0	2	12	-0.3	0	-1	-2	-2
CCOc1ccccc1CN1CCC(n2nccc2NC(=O)C2CCCC2)CC1	-27	4	6	4	-20	-1.7	0	1	2	-5
Cc1cc(C)cc(OC(=O)C23CCC(C)(C(=O)O2)C3(C)C)c1 (centres undefined)	0	-6	-2	3	x	1.8	-2	-3	0	3
CCOC(=O)N1CCN(C(=O)COC(=O)c2ccc(Cl)nc2)CC1	-7	2	-4	0	-9	0.1	3	-1	-1	-10
Cc1cccc(Oc2c([N+](=O)[O-])c(=O)n(C)c3ccccc23)c1	16	-5	-39	-3	-14	1.0	0	7	0	6
CCN(CCn1cccn1)C(=O)CC1C(=O)NCCN1Cc1ccc(F)c(F)c1 (centres undefined)	0	0	2	-4	-11	1.1	1	5	-3	-10
COc1cccc(CNC(=O)Cc2ccc(S(=O)(=O)N3CCOCC3)s2)c1	38*	-15	3	-9	-18	1.4	7	x	-5	4
COc1ccc(S(=O)(=O)NCc2cc(-c3ccccc3Cl)no2)cc1	2	-1	-6	2	-8	-0.1	-2	-1	0	3
O=c1c(-c2ccccc2Cl)coc2c(CN3CCCCC3)c(O)ccc12	4	-1	5	0	-1	-1.0	1	39	0	-4
O=C(Nc1ncc(C(F)(F)F)cc1Cl)C1COc2ccccc2O1 (centres undefined)	14	-5	4	-5	5	-0.3	-1	-4	x	5
CCc1ccc(N2CC(C(=O)N/N=C/c3ccccc3)CC2=O)cc1 (centres undefined)	-11	4	-3	-6	x	-0.1	-2	x	-3	-9
O=C(Cc1ccc(S(=O)(=O)N2CCOCC2)s1)N1CCN(S(=O)(=O)c2cccc(Cl)c2)CC1	-21	1	-6	-6	14	-1.1	0	-2	-5	-11
Cc1c(C(=O)NC2=NCCS2)oc2ccccc12	-1	2	-3	-9	4	0.4	-3	x	14	-15
Cc1ccc(NC(=O)COc2ccc(/C=N/NC(=O)CSCc3ccccc3)cc2)cc1	5	-1	5	-5	2	-0.8	0	-4	12	-19
CCOC(=O)C1(Cc2cccc(Cl)c2)CCCN(C(=O)c2cc(CC)on2)C1 (centres undefined)	-9	3	26	-5	-15	-0.3	2	-1	3	-12
COc1ccccc1C(=O)NCC(=O)N1CCN(S(=O)(=O)c2ccccc2C(F)(F)F)CC1	-16	6	3	-11	6	0.1	3	1	-5	-9
O=C(CCN1CCc2ccccc2C1)c1ccc2c(c1)OCCO2	-3	1	x	4	x	1.3	-3	15	x	4
Cc1c(C(=O)N2CCCC2)nnn1-c1nonc1N	4	2	x	4	-5	-0.1	4	3	0	-19
OCC[C@H]1C[C@@H](O)[C@H](O)[C@@]2(CCCO2)O1	-7	2	2	-6	0	-1.1	-5	x	1	-25
O=C(N/N=C/c1cc2cc3c(cc2nc1Cl)OCO3)c1ccncc1	-13	5	-2	0	12	-1.1	-1	-1	2	-13
COC(=O)C1=C(C(=O)OC)[C@@H]2N(C)c3ccccc3[C@@]23C[C@@H](C(=O)OC)N(C(=O)COCc2ccccc2)C3=N1	2	-3	-5	2	-12	-0.5	-4	x	x	1
COc1cc(C2c3cc4c(cc3OC(NCCc3ccccc3)C2C)OCO4)cc(OC)c1OC (centres undefined)	-45	11*	-32	-2	11	0.0	-1	-1	-20	7
